Source: PubChem BioAssay
Lmaj promast: Leishmania major promastigote growth inhibition, primary screen. Leishmania major promastigotes, resazurin fluorescence viability. inhibition, % at 10 µM. 200,000 compounds, 9% hits. AID 1063, 2008; in the data active means inhibition above about 50%;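 further: promastigotes grown with compound for 44 hours at 28 °C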
HMGR II inh: inhibitors of E. faecalis class II HMGR, primary screen, biochemical, Enterococcus faecalis; HMG-CoA reductase (Enterococcus faecalis, mvaE); purified E. faecalis HMGR, NADPH absorbance 340 nm kinetic; inhibition, % at 10 µM; 190,000 compounds, 0.41% hits; AID 1066, 2008;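 active means inhibition above a set limit, the median over all tested compounds plus 3 SD, cut at about 9.5% in these data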;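 further: enzyme runs in reverse so mevalonate oxidation gives rising NADPH absorbance; 0% = complete reaction with DMSO and 100% = background rate lacking mevalonate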
PPARg SRC-1 ag: PPARgamma agonists recruiting SRC-1 coactivator, primary screen, biochemical; PPARgamma-SRC-1 coactivator recruitment biochemical assay; activation, % at 8 µM; 200,000 compounds, 0.41% hits; AID 631, 2007; in the data active means activation above about 19%;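 further: 0% = DMSO and 100% = reference agonist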
Target sequence (P37231 whole entry, looked up): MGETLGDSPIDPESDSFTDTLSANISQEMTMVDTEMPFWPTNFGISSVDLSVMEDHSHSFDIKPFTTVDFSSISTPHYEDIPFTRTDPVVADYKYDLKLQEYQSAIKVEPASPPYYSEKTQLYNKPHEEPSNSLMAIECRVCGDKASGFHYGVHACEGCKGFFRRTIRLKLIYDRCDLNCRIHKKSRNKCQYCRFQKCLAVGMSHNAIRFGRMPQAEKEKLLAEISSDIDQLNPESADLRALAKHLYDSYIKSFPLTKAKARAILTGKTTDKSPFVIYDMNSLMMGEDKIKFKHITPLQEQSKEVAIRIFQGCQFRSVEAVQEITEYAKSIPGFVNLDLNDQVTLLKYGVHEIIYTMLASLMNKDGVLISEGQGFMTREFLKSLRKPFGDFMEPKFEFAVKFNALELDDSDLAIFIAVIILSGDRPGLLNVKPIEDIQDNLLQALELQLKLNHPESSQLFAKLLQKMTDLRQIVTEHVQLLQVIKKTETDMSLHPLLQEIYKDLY
S1P3 antag: S1P3 receptor antagonists, primary screen, cell-based; Sphingosine 1-phosphate receptor 3 (Homo sapiens), Q99500; CHO S1P3 NFAT-BLA reporter, FRET fluorescence, antagonist mode; inhibition, % at 4.98 µM; 170,000 compounds, 0.27% hits;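 active means inhibition above the plate cutoff, the mean inhibition of test wells on that plate plus 3 SD, cut at about 28% in these data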;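 further: cells challenged with S1P at its EC80 of 0.8 µM; blue over green emission ratio from cleaved BLA substrate after 4 h stimulation; 0% = S1P-stimulated wells and 100% = unstimulated DMSO-only wells; some compounds past the cut are filed as inactive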
Target sequence (Q99500 whole entry, looked up): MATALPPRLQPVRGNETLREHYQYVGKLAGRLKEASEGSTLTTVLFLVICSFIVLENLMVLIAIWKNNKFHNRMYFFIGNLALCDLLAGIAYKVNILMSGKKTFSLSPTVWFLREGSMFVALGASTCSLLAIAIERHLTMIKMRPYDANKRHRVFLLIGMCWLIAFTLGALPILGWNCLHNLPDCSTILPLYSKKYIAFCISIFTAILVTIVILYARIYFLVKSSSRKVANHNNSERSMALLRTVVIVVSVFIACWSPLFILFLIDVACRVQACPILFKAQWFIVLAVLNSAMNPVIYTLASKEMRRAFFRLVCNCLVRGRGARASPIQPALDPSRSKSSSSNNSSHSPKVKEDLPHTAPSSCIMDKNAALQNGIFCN
bIAP inhibitor: bovine intestinal alkaline phosphatase inhibitors, primary screen, selectivity assay for TNAP inhibitor project, biochemical, bovine IAP, CDP-star luminescence | alkaline phosphatase, intestinal [Bos taurus] | purified bovine IAP, 30 min | inhibition, % at 20 µM | 190,000 tested, under 10 active;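 active means over 50% inhibition of intestinal alkaline phosphatase at 20 µM in the single-dose screen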
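System: Purified bovine intestinal alkaline phosphatase (IAP) enzyme | Input: IAP diluted 1/65,000,000 in the well | Also added: CDP-star chemiluminescent phosphatase substrate, 30 µM final | Dosing: 20 µM single dose | Times: Enzyme reaction for 30 min at room temperature | Detection: Luminescence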
SRC2 TRFRET art: TR-FRET signal artefacts, primary screen, artefact control for PPARgamma SRC-2 agonist project, biochemical | 200,000 compounds, 0.4% hits | TR-FRET ratio at 8 µM | AID 1049, 2008 | TR-FRET artefact counter-screen; active compounds read high; in the data active means TR-FRET ratio above about 2000; further: inactives centre near 1500
PPARg SRC-3 ag: PPARgamma agonists recruiting SRC-3 coactivator, primary screen, biochemical; biochemical PPARgamma/SRC-3 coactivator recruitment assay; Peroxisome proliferator-activated receptor gamma (Homo sapiens), P37231; activation, % at 8 µM; 200,000 compounds, 0.26% hits; in the data active means activation above about 23%;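 further: 0% = DMSO and 100% = reference agonist; some compounds past the cut are filed as inactive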
DTT redox prof: compounds producing H2O2 with reducing agent – biochemical, NIH compound library profiling, artefact control for MLSCN library redox annotation, primary screen. DTT-dependent redox cycling H2O2, phenol red/HRP absorbance; 100% = 100 µM peroxide control, 0% = buffer. activation, % at 10 µM. 200,000 compounds, 0.03% hits. AID 878, 2007;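 active means activation of at least 50% relative to the plate's high and low controls in the primary single-dose screen; inactive means activation below 50%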;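 further: compound incubated with DTT at 0.8 mM final as the reducing agent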
RAM network inh: inhibitors of the yeast RAM network, primary screen, dse1pr::URA3 reporter, 5-FOA selection | S. cerevisiae dse1pr::URA3 reporter, 5-FOA growth OD615, 2 d; analog-sensitive cbk1-as2 kinase mutant strain | inhibition, % at 50 µM | 190,000 compounds, 1.8% hits | AID 868, 2007;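 active means inhibition above a set limit, 3 SD over mean compound inhibition, cut at about 8.4% in these data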;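 further: 0% = DMSO-only wells with no growth and 100% = 10 µM 1-NA-PP1 full growth; inhibition rescues growth on 5-FOA so higher OD means more RAM inhibition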
ROMK primary: ROMK potassium channel modulators, primary screen, cell-based, thallium flux, MLSMR library | AID 1918, 2009 | Tet-inducible ROMK, thallium flux fluorescence; actives lie on both sides | B-score at 10 µM | 130,000 compounds, 2% hits;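 active means signal ratio slope over the read window, or its plate-corrected B-score, at least 3 SD from the plate mean, either direction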;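 further: B-score of the F/F0 ratio slope over 7 to 12 s after thallium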
PPARg SRC2 recr: agonists of PPARg-SRC-2 recruitment, primary screen, biochemical, HTS. activation, % at 8 µM. PPARgamma LBD-SRC-2 recruitment. 200,000 compounds, 0.34% hits. AID 1032, 2008; in the data active means activation above about 22%;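 further: 0% = vehicle and 100% = reference agonist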
Numbers without * were called inactive; . = not tested or not shown.

SMILES	Lmaj promast	HMGR II inh	PPARg SRC-1 ag	S1P3 antag	bIAP inhibitor	SRC2 TRFRET art	PPARg SRC-3 ag	DTT redox prof	RAM network inh	ROMK primary	PPARg SRC2 recr
O=C(O)C/C(=C\c1ccc(Cl)cc1)c1nc2ccccc2o1	-10	2	-1	-7	16	1597	5	0.1	8.1	0.12	-4
O=C(Nc1ccccn1)c1nc(-c2ccccc2)n(-c2ccccc2)n1	5	-4	-2	-10	0	1560	-1	-0.1	3.3	0.12	3
N/C(=N\OCc1ccccc1)c1nonc1N	5	-4	2	-11	-15	1470	1	-0.2	2.2	0.73	6
COc1cc(CCC(=O)N2CCN(c3ncccn3)CC2)cc(OC)c1OC	2	-3	-12	4	-9	1459	5	-2.0	0.8	0.74	10
O=C(Nc1ccccc1C(=O)Nc1cccnc1)c1ccccc1	2	-6	-2	-9	6	1552	0	-1.1	-0.4	0.0087	6
CCN(CC)S(=O)(=O)c1cccc(C(=O)NCCc2ccccc2)c1	-2	.	2	.	.	1757	0	-0.3	.	0.59	11
CC(=O)N1N=C(c2ccc(C)cc2)CC1c1ccco1 (stereo not drawn)	5	-3	-6	-10	-1	1493	4	0.0	1.2	-1.1	6
CCC(C)NC(=O)c1[nH]c(C)c(C(=O)OC)c1C (stereo not drawn)	-7	2	2	-11	-6	1529	3	0.3	0.0	-0.0023	5
COc1ccc(C(=O)N2CCN(c3nc4cc(C)ccc4cc3C#N)CC2)c(OC)c1	63*	-3	2	20	-4	1582	8	-3.7	0.1	.	15
CCCC(=O)Nc1c2c(nn1-c1ccc(OC)cc1)CS(=O)C2 (stereo not drawn)	-5	-2	-7	-13	9	1415	1	2.9	-0.6	.	-1
Cc1ccc2cc(CN(C)S(C)(=O)=O)c(=O)[nH]c2c1	-9	-4	-1	2	-12	1596	2	-0.5	0.8	0.56	1
S=C(Nc1ccccc1)N1CCCCC1	0	-4	-6	.	4	1530	-4	-7.8	0.4	.	2
CCCC(=O)N(c1ccc(C(=O)O)cc1)c1nc(-c2ccccc2)c(C)s1	-2	-3	7	11	4	1536	4	-0.7	7.3	-0.0025	5
CC(c1ccon1)N(C)C(=O)c1ccc(OC2CCN(C(=O)C3CC3)CC2)cc1 (stereo not drawn)	-7	-2	4	-21	-6	1478	-4	-1.0	0.9	-0.16	5
COC(=O)c1ccccc1NC(=O)CSc1nc2ncccc2[nH]1	6	3	8	1	-26	1533	5	0.2	1.3	0.0062	2
CCOC(=O)c1c(NC(=O)C2c3ccccc3Oc3ccccc32)sc(C(C)=O)c1C	3	-4	2	.	3	1578	-6	1.5	4.0	.	-5
O=C(Cc1ccccc1)c1c[nH]c(C(=O)NC2CCCC2)c1	2	-1	-8	2	-13	1559	-4	0.0	2.5	0.27	-1
Cc1ccc(-n2[nH]c(C)c(C=Nc3ccc(S(=O)(=O)N4CCOCC4)cc3)c2=O)c(C)c1	52*	-3	4	-8	-7	1638	-3	-0.1	0.4	0.98	9
Nc1nc(SCC(=O)N2CCOCC2)n[nH]1	-5	-2	4	-2	7	1775	3	-0.5	-0.4	-0.037	10
COc1ccc(C2CC(=O)N3CN(c4ccc(C)c(Cl)c4)CSC3=C2C#N)cc1OC (stereo not drawn)	-2	-6	12	-15	13	1697	7	-2.9	0.0	.	6
Cc1c(Br)c([N+](=O)[O-])nn1CCCC(=O)NC(C)c1ccccc1 (stereo not drawn)	6	-4	4	-7	8	1476	-1	-0.6	-0.6	-0.43	3
COc1ccc(/C=C/C(=O)N2CCCc3ccccc32)cc1	60*	-5	2	3	-1	1465	1	-0.3	-0.3	.	5
CCc1nc2ccc(C(=O)Nc3ccc4c(c3)OCO4)cc2nc1CC	15	0	-1	-48	10	1568	1	0.1	5.4	0.017	-9
CCN(C(=O)c1sc(N)c(C#N)c1C)C1CCCCC1	-2	-7	-2	-24	5	1554	-3	-0.4	0.3	.	-3
Cc1ccc(N2C(=O)N(CC(=O)N3CCOCC3)C(=O)C2C)cc1 (stereo not drawn)	-5	-5	1	-21	6	1437	6	-0.5	2.3	1.2	2

Overlap with the part before: two entries, followed by the next part.
SMILES	Lmaj promast	HMGR II inh	PPARg SRC-1 ag	S1P3 antag	bIAP inhibitor	SRC2 TRFRET art	PPARg SRC-3 ag	DTT redox prof	RAM network inh	ROMK primary	PPARg SRC2 recr
CCN(C(=O)c1sc(N)c(C#N)c1C)C1CCCCC1	-2	-7	-2	-24	5	1554	-3	-0.4	0.3	.	-3
Cc1ccc(N2C(=O)N(CC(=O)N3CCOCC3)C(=O)C2C)cc1 (stereo not drawn)	-5	-5	1	-21	6	1437	6	-0.5	2.3	1.2	2
COc1c([N+](=O)[O-])c(=O)oc2ccccc12	-4	0	-2	-11	15	1409	3	0.3	1.6	.	1
CCOC(=O)c1c(-c2ccccc2)csc1NC(=O)c1cc(S(=O)(=O)N2CCOCC2)ccc1C	7	3	5	-18	-8	1857	4	0.2	8.4	.	6
CCOC(=O)Cc1c[nH]c2ccccc12	0	-2	6	.	6	1782	1	0.8	1.5	.	13
CCCS(=O)(=O)N1CCCC(C(=O)NCCCOCC)C1 (stereo not drawn)	-1	-9	0	-12	7	1554	6	2.8	1.7	.	-4
CCC(C)NS(=O)(=O)c1ccc(S(=O)(=O)N(CCc2ccc(OC)c(OC)c2)Cc2cccs2)cc1 (stereo not drawn)	55*	-6	5	2	23	1687	1	-0.3	15*	-0.39	11
Cc1cccnc1NC1(C(F)(F)F)N=C(c2ccccc2)NC1=O (stereo not drawn)	1	-2	0	.	-8	1592	3	-3.4	0.8	.	4
COc1ccc(-c2cn3cc(Cl)ccc3n2)cc1OC	45	-3	3	24	40	1435	2	2.8	1.6	-0.34	-2
O=C(O)c1ccc(CSCc2c(F)cccc2Cl)o1	-7	-2	1	.	-2	1587	-2	1.8	-1.5	-0.015	-1
CSc1ncccc1C(=O)OCc1ccccc1	-6	-3	2	17	29	1622	4	1.1	-0.4	.	3
CCOC(=O)CCc1c(C)nc2cc(C3CCCN(C(=O)OC(C)(C)C)C3)[nH]n2c1=O (stereo not drawn)	-2	1	0	4	-13	1501	6	-3.5	2.0	0.0021	-1
Cc1ccc(-n2c(=O)c3c(n4cnnc24)-c2ccccc2CC32CCCCC2)cc1	96*	1	4	-12	28	1725	2	-0.4	1.2	0.5	2
CCOc1ccc(N2C(=O)CC(Sc3nc(C)cc(C)n3)C2=O)cc1 (stereo not drawn)	3	0	4	4	17	1364	-5	0.2	0.9	0.067	-8
COc1ccc(CC(=O)N2CCN(C(=O)Cc3ccc(OC)cc3)CC2)cc1	-10	3	2	-12	11	1569	6	-4.0	0.5	.	8
Cc1nc2ccc(NC(=O)N(C(C)C)C(C)C)cc2s1	19	-4	0	.	-13	1436	2	0.5	-0.8	.	2
CCCCCCCSc1nnc(-c2ccccc2N)c(=O)[nH]1	-8	-1	1	-6	0	1624	0	-0.1	1.9	-2	-5
O=C(N/N=C/c1ccc(OCC(=O)N2CCOCC2)cc1)c1ccccc1Cl	-6	-4	1	12	0	1510	4	-0.2	-0.4	0.14	-3
CCOc1ccc(NC(=O)CSc2ccccc2N)cc1	4	3	6	-4	-2	1636	1	-0.3	1.9	-0.73	6
CCC(=O)Nc1cc(-c2nn3c(C)nnc3s2)ccc1C	5	-11	2	8	0	1660	-13	1.7	1.1	.	-2
CCc1ccccc1NC(=S)N(Cc1ccc(C(=O)O)cc1)Cc1ccc(OC)c(OC)c1	-3	3	-6	15	-6	1683	-1	0.7	1.9	-0.43	3
CC1(C)CC(=O)C(C=NCC2CCN(C(=O)Nc3ccc(Cl)c(Cl)c3)CC2)=C(O)C1	-8	0	0	.	4	1440	3	-4.8	0.9	.	3
Cc1ccc(NC(=O)NC2=NN(c3ccccc3)C(=O)/C2=C2/CCCN2C)cc1	8	1	7	-5	9	1551	0	0.1	2.2	0.066	5
CCn1nnc(-c2ccccc2NC(=O)c2ccc(-n3cnnn3)cc2)n1	2	-6	4	22	8	1227	-16	4.8	4.0	0.91	-6
OC(C#CCN1CCCC1)(c1ccccc1)c1cccc(F)c1 (stereo not drawn)	13	-6	1	-4	14	1613	7	-0.9	0.7	-0.95	26*
CCCOC(=O)C1=C(C)NC2=C(C(=O)CCC2)C1c1ccc(N(C)C)cc1 (stereo not drawn)	15	-1	8	-27	2	1754	11	-0.3	0.6	0.13	3
CCC(C)Sc1nnc(CSc2nc(C)cc(C)n2)n1C (stereo not drawn)	-4	-3	10	5	-11	1762	6	-1.0	1.4	0.87	2

Other structures.
SMILES	Lmaj promast	HMGR II inh	PPARg SRC-1 ag	S1P3 antag	bIAP inhibitor	SRC2 TRFRET art	PPARg SRC-3 ag	DTT redox prof	RAM network inh	ROMK primary	PPARg SRC2 recr
NC(=O)CSCc1cccc(Br)c1	-6	-3	1	13	-16	1559	-3	-2.7	2.4	.	-1
Cc1cc(NC(=O)CCC(=O)N(CC(=O)NC2CCCC2)Cc2ccc3c(c2)OCO3)no1	-3	3	10	-7	0	1729	1	-0.6	1.9	.	4
CC1=C(C(N)=O)C(c2cccs2)NC(=S)N1 (stereo not drawn)	-7	-2	0	0	-4	1522	-1	0.0	2.6	0.51	6
CCC(C)NC(=O)C(=O)NCc1ccncc1 (stereo not drawn)	2	.	-8	.	3	1550	-16	-4.1	3.7	.	4
Cc1nc(N2CCOCC2)[nH]c(=O)c1C	-6	1	-3	-12	-1	1394	5	0.0	0.8	.	1
O=C(N/N=C\c1cccnc1)C1c2ccccc2Oc2ccccc21	5	6	4	-8	4	1596	5	-0.1	1.6	-0.032	12
CCOC(=O)c1c(C)oc2c1cc(O)c1ccccc12	-7	-5	-2	19	0	1483	-2	1.7	0.3	.	-3
O=C(COC(=O)CCc1ccc(S(=O)(=O)N2CCCCC2)cc1)Nc1cccc2ccccc12	7	0	6	8	8	1747	7	-0.6	4.6	-0.035	8
COc1ccccc1NC(=O)C(=O)NCc1ccncc1	-9	-2	8	-2	2	1502	9	-0.1	2.0	-0.26	7
CNCc1ccccc1Sc1cccc2ccccc12	79*	-8	2	23	-10	1570	2	0.0	1.6	.	5
O=C(Nc1ccc(CN2CCOCC2)cc1)c1ccc(-c2ccc(Br)cc2)o1	83*	-4	2	11	-5	1748	20	-0.7	-0.7	-1.5	10
O=C(Nc1c(-c2cccs2)nc2ccccn12)c1ccc2ccccc2c1	-1	-6	0	11	-29	1519	-3	0.5	0.1	.	5

The order is random; 13% or so of the library scored in one or more.
